M. tuberculosis GlmU = inhibition of mycobacterial GlmU enzyme – biochemical, glucosamine-1-phosphate acetyltransferase (AID 1376); M. tuberculosis GlmU acetyltransferase enzyme assay; higher % means a stronger effect; inhibition, %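 (tested at 30 µM in the primary screen)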, or IC50 in µM where a hit was titrated; actives 0.25% (n = 220,000); in the data active = inhibition above about 13%;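 also: 0% = complete reaction with vehicle and 100% = reaction without substrate; strong numbers were not always called active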
Mtb RmlCD inh = M. tuberculosis RmlC/RmlD inhibition. RmlC+RmlD coupled enzyme assay, percent inhibition; primary screen in compound mixtures. inhibition, % at 3.6 µM. actives 0.03% (n = 160,000). AID 1533; in the data active = inhibition mostly above about 34%, no sharp cut-off; also: some results filed as inactive read as strong as hits
Target sequence (P9WH09 whole entry, looked up): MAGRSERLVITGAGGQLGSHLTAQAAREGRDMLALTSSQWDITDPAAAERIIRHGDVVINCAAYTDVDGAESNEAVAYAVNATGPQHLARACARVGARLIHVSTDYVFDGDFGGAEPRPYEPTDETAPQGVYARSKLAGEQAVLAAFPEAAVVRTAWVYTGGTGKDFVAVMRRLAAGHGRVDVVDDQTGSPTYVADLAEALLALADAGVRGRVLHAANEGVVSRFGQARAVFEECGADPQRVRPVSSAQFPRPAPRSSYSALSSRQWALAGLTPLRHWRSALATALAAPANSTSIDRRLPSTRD
Target sequence (P9WH11 whole entry, looked up): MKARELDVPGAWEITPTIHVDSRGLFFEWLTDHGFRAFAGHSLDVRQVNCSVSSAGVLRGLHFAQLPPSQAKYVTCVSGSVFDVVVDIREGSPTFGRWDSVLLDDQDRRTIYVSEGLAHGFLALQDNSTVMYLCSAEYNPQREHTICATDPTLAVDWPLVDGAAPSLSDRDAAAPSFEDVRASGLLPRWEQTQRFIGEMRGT
* marks the source's active call; other numbers are inactive results; nt = no result given. The list is partial. The share of hits here may be higher or lower than overall.

SMILES	M. tuberculosis GlmU	Mtb RmlCD inh
COC(=O)c1ccc(C(=O)OC)c(NC(=O)COC(=O)C23CC4CC(CC(O)(C4)C2)C3)c1	0.2%	nt
CC(NC(=O)c1ccc(N)cc1)c1ccccc1 (stereo unspecified)	-1.1%	9
O=C(N/N=C/c1c(Cl)cccc1Cl)c1ccccc1F	3.5%	-1
CCOc1ccccc1OCCNC1CCCC1	-0.2%	nt
Cc1ccc(C(O)P(=O)(OC2CCCCC2)OC2CCCCC2)cc1 (stereo unspecified)	2.1%	6
COc1cccc(C2(O)CCN(C(=O)c3cccs3)CC2)c1	-1.2%	-8
c1ccc(-c2nnc(OCCN3CCOCC3)c3ccccc23)cc1	-0.6%	3
CCOC(=O)c1c(NC(=O)CSc2cccc[n+]2[O-])sc(C(=O)Nc2ccccc2)c1C	3.2%	-7
CCOC(=O)c1ccc(-n2ccnc2)c(NC(=O)c2cccc(Br)c2)c1	-0.6%	13
COc1cc(NC(=O)C2CCCCC2)c(OC)cc1NC(=O)c1ccco1	2.8%	nt

In the list so far, two have a thiophene ring, fused or not:
SMILES	M. tuberculosis GlmU	Mtb RmlCD inh
COc1cccc(C2(O)CCN(C(=O)c3cccs3)CC2)c1	-1.2%	-8
CCOC(=O)c1c(NC(=O)CSc2cccc[n+]2[O-])sc(C(=O)Nc2ccccc2)c1C	3.2%	-7

Compound profiles (already shown).
Results for COc1cccc(C2(O)CCN(C(=O)c3cccs3)CC2)c1 = M. tuberculosis GlmU = -1.2%; Mtb RmlCD inh = -8
Results for c1ccc(-c2nnc(OCCN3CCOCC3)c3ccccc23)cc1 = M. tuberculosis GlmU = -0.6%; Mtb RmlCD inh = 3
Results for CCOC(=O)c1ccc(-n2ccnc2)c(NC(=O)c2cccc(Br)c2)c1 = M. tuberculosis GlmU = -0.6%; Mtb RmlCD inh = 13

More compounds.
SMILES	M. tuberculosis GlmU	Mtb RmlCD inh
Cn1c(N)c(C(=O)COC(=O)c2cc(S(=O)(=O)N3CCCCC3)ccc2Cl)c(=O)n(C)c1=O	-6.0%	4
Cn1cccc1Cc1nnc(SCC(=O)N2CCOCC2)n1CCc1ccccc1	7.9%	-51
Cc1ccccc1-c1nnc(-c2ccccc2C)o1	-2.5%	nt
CN(C)S(=O)(=O)c1cc(NC(=O)COC(=O)Cc2ccc(Br)cc2)ccc1Cl	-3.7%	-5
COC(=O)c1ccc(Nc2cc(C)nc3ncnn23)cc1	-0.2%	nt
CCOc1ccc(/C=C2\SC(=S)N(C)C2=O)cc1OC	-4.9%	-5
C[C@H](NS(=O)(=O)c1ccccc1F)C(=O)OCC(=O)N1CCc2ccccc21	0.1%	nt
CCOc1ccc(OCC)c(S(=O)(=O)N2CCCCC2C)c1 (stereo unspecified)	0.3%	nt
CCOC(=O)C(NC(C)=O)(OCc1ccc(F)cc1)C(F)(F)F (stereo unspecified)	0.8%	3
Cc1c(C#N)c(SCC(N)=O)nc2c1CCCC2	-1.3%	-1
CCOC(=O)C(=O)C1=C(N2CCOCC2)/C(=C\c2cccc([N+](=O)[O-])c2)CC1	-5.5%	6
CCN1CCN(C(=O)CSCc2nc(-c3ccc(OC)c(OC)c3)oc2C)CC1	nt	11
CCOc1ccc(N(CC(=O)NCc2ccc(F)cc2)S(=O)(=O)c2c(C)noc2C)cc1	1.9%	10
CC(CC(=O)O)CC(=O)Nc1ccc(S(N)(=O)=O)cc1 (stereo unspecified)	-6.9%	nt
CC(C)(C)NC(=O)CN(C(=O)C1(C)CC(=O)N=C2C=CC=CN21)C1CCCC1 (stereo unspecified)	-1.9%	8
COc1cc(CN(C(=S)NCC(=O)NC2CC2)C2CCCC2)cc(OC)c1OC	4.1%	-15
COc1cccc(/C=N/NC(=S)Nc2cccc(C(=O)O)c2)c1	-2.4%	4
CN(Cc1n[nH]c(=S)n1C)S(=O)(=O)c1ccccc1	-5.3%	7
O=C(CN1C(=O)C2C3C=CC(C3)C2C1=O)NCc1ccccc1 (stereo unspecified)	3.1%	nt
O=C(NCc1ccco1)/C(=C/C=C\c1ccccc1)NC(=O)c1ccc(Br)o1	-3.3%	3
COc1ccc(NC(=O)C2CC(=O)OC2(C)C)cc1 (stereo unspecified)	2.2%	1
COc1ccccc1C(=O)NCCCNc1ccc([N+](=O)[O-])cc1	3.6%	-8
COc1ccc(C(Nc2cccc([N+](=O)[O-])c2)P(=O)(OC(C)C)OC(C)C)cc1 (stereo unspecified)	-7.0%	4
CSC(=NNC(=O)c1ccccc1O)SC	4.3%	0
CC(C)(C)C(=O)COC(=O)CNC(=O)c1ccc(Oc2ccccc2)cc1	5.8%	nt
O=C(O)CSc1nnc(C2COc3ccccc3O2)n1-c1ccccc1 (stereo unspecified)	4.0%	-2
CC[N+](CC)(CC)CC(=O)Nc1ccc(SC(F)F)cc1	-6.8%	-6
Cc1cc(C(=O)OCC(=O)NCc2ccc(Cl)cc2)c(C)o1	4.0%	-11
O=C(CSc1nc(-c2ccco2)cc(C(F)(F)F)n1)NC1CCCCCCC1	8.0%	nt
COc1ccc(C2c3ccc(O)cc3Oc3ncn(CCCO)c(=N)c32)cc1OC (stereo unspecified)	-1.4%	-14
Cc1ccc(C(=O)NCC(=O)NCC(=O)OCc2ccc(Cl)cc2)cc1	2.2%	-19
O=C(O)CCCCCN1C(=O)C(O)=C(C(=O)/C=C/c2ccccc2)C1c1ccccc1[N+](=O)[O-] (stereo unspecified)	-0.2%	12
CCn1c(=O)cc(OCC(=O)O)c2ccccc21	-0.4%	3
CCN=C1SC(CC(=O)NC(C)c2ccccc2)C(=O)N1CC (stereo unspecified)	-1.2%	15
COc1ccc(C2C(C#N)=C(N)OC3=C2C(=O)CCC3)cc1Cn1nc(C)c([N+](=O)[O-])c1C (stereo unspecified)	0.1%	12
Cc1cc(NC(=O)Cc2c(F)cccc2Cl)no1	-0.1%	nt
O=C(CN1CCN(c2ccccn2)CC1)Nc1ccc(Oc2ccccc2)cc1	-5.6%	5
COC(=O)c1ccccc1NC(=O)c1cccs1	0.6%	11
CC1=C(C(=O)N2CCOCC2)C(c2cccc3ccccc23)NC(=S)N1 (stereo unspecified)	0.5%	-8
COc1cccc(/C(O)=C2/C(=O)C(=O)N(CCN3CCOCC3)C2c2cccs2)c1 (stereo unspecified)	nt	8
CC(C)OC(=O)NCCOC(=O)Nc1ccc(Cl)cc1	4.3%	6
CC(C)n1c(NCc2c[nH]c3ccccc23)nc2ccccc21	nt	5
COc1ccccc1NC(=O)c1sc2ncn(Cc3ccccc3C)c(=O)c2c1C	0.1%	nt
CCN1CCN(c2cn[nH]c(=O)c2Cl)CC1	-3.3%	9
O=C(Nc1ccc(Br)cc1)C1CCCN(S(=O)(=O)c2cccnc2)C1 (stereo unspecified)	1.1%	1
CC(=O)Nc1ccc(C(=O)OCC(=O)NCc2ccccc2)cc1	-2.4%	nt
CCCN1C2CCCC1CC(NC(=O)c1ccccc1F)C2 (stereo unspecified)	5.5%	17
CCOc1ccc(NC(=O)N[C@@H](CCSC)C(=O)OC)cc1	-0.3%	-7
Cc1ccccc1CNC(=O)Cc1ccccc1[N+](=O)[O-]	-0.8%	nt
O=C(CSc1ncc(-c2ccccc2)[nH]1)Nc1ccccc1	7.8%	-1
(continued)
SMILES	M. tuberculosis GlmU	Mtb RmlCD inh
CCOC(=O)c1c(NC(=O)CN2CCOCC2)sc(C(=O)NC)c1C	3.5%	3
O=C(CN1C(=O)c2cccc3cccc(c23)C1=O)N1CCCCC1	-5.3%	8
O=C(NCC1CCCO1)c1cc2c(s1)CCC2 (stereo unspecified)	3.3%	4
O=S(=O)(Nc1nc2ccccc2nc1N1CCN(c2ccccn2)CC1)c1ccc(Cl)cc1	-6.2%	11
COc1ccc(NC(=O)CSc2nnc(C(C)C)n2N)cc1	-1.8%	nt
Cn1cccc1/C=N/NC(=O)c1cccnc1	-6.0%	-9
COC(=O)c1ccc2c(=O)n(NC(C)=O)c(=S)[nH]c2c1	-2.4%	-7
C=CCn1cnc2scc(-c3ccc(C)c(C)c3)c2c1=O	5.9%	-20
c1ccc(-c2cn(-c3ccccc3)c3ncnc(N4CCCCC4)c23)cc1	-10%	21
Cc1cc(C)nc(SCc2nc(N)nc(-c3ccccc3O)n2)n1	-0.5%	8
Nc1cccc2c1C(=O)N(CC(=O)NC13CC4CC(CC(C4)C1)C3)C2=O	-1.6%	1
CC(=O)/C(N=Nc1ccc(-n2ccc(C(F)(F)F)n2)cc1)=C(\C)O	1.4%	7
CCc1nnc(NC(=O)CSc2nc3ccc(OC)cc3[nH]2)s1	4.8%	nt
OC(c1ccc(OCc2ccccc2)cc1)c1nnc(-c2ccccc2)o1 (stereo unspecified)	nt	-6
C[n+]1ccccc1COc1ccc(C(C)(C)C)cc1	2.0%	11
O=[N+]([O-])c1ccc2[nH]c(O)c(N=NC3CS(=O)(=O)CC3O)c2c1 (stereo unspecified)	-1.1%	nt
CC1CCN(CC(=O)Nc2ccccc2-c2ccccc2)CC1	5.0%	nt
Cc1cc(C)nc(-n2nc(C)cc2NC(=O)c2cc(=O)c3ccccc3o2)n1	9.6%	nt
CC1(C)C2CC=C(/C=N/NC(=O)c3ccc(Cl)cc3)C1C2 (stereo unspecified)	-4.8%	4
CCN(CC)S(=O)(=O)c1ccc(NC2=NS(=O)(=O)c3ccccc32)cc1	-2.6%	-3
CCOC(=O)NC(NC(=S)Nc1ccccc1OC)C(Cl)(Cl)Cl (stereo unspecified)	1.0%	nt
COc1cccc(-c2nnc3n2N=C(c2cc(OC)ccc2OC)CS3)c1	2.3%	nt
CCN(CC)S(=O)(=O)c1ccc(C(=O)Oc2cc(C)[nH]c(=O)c2[N+](=O)[O-])cc1	-0.1%	0
CC1CCN(S(=O)(=O)c2ccc(Cl)cc2)CC1	2.3%	11
CNS(=O)(=O)c1cc(C(=O)NCc2ccco2)ccc1Cl	5.8%	-47
CCCC(=O)N(c1ccc(OCC)cc1)C1C=CS(=O)(=O)C1 (stereo unspecified)	0.0%	-10
CCOC(=O)c1cccnc1NC(=O)c1ccncc1	-7.4%	2
CCN(CC(=O)NCc1ccc(F)cc1)Cc1nc2ccccc2c(=O)[nH]1	-6.7%	nt
COc1ccc(CNC(=O)CCSCc2ccccc2Cl)c(OC)c1	2.5%	1
CCOCCn1c(CN2CCN(c3ccc(F)cc3)CC2)nc2c1c(=O)n(C)c(=O)n2C	4.1%	nt
COc1ccc(CCn2c(-c3cccc([N+](=O)[O-])c3)nc3nc4ccccc4nc32)cc1OC	-6.8%	-4
COc1ccccc1NS(=O)(=O)c1ccc(C)c(NC(=O)c2ccc(S(=O)(=O)N3CCCCCC3)cc2)c1	-6.2%	4
O=C1C(NS(=O)(=O)c2cccs2)=C(N2CCN(Cc3ccccc3)CC2)C(=O)c2ccccc21	-3.4%	nt
CCOC(=O)C(=Nc1ccccc1)NO	3.4%	nt
CCCC(c1nnnn1Cc1ccc(OC)cc1)N1CCC(C(N)=O)CC1 (stereo unspecified)	-1.6%	4
Cc1c(C)c(C)c(CO/N=C/c2cccs2)c(C)c1C	-2.9%	3
CCn1c(SCC(=O)N2CCOCC2)nc2oc3c(Cl)cc(Cl)cc3c(=O)c2c1=O	-1.1%	12
COc1ccc(NC(=S)NC(NC(=O)CCl)C(Cl)(Cl)Cl)c([N+](=O)[O-])c1 (stereo unspecified)	5.1%	nt
COc1ccc(Nc2nc(N3CCN(C)CC3)nc3ccccc23)c(OC)c1	-1.2%	-9
COc1ccc(-c2cc(C(F)(F)F)nc(SCC(=O)NCCN3CCOCC3)n2)cc1OC	-0.3%	nt
O=C(c1sc2ccccc2c1Cl)N(Cc1cccs1)C1CCS(=O)(=O)C1 (stereo unspecified)	-3.9%	-7
COc1nn(CC(=O)N2N=C(C(F)F)CC2(O)C(F)F)cc1[N+](=O)[O-] (stereo unspecified)	2.4%	nt
COC(=O)Nc1ccc(S(=O)(=O)Nc2ncccn2)cc1	-2.0%	-8
CC(C)OC(=O)CC12CN3CN(C1)CC(CC(=O)OC(C)C)(C3)C2=O	-1.0%	nt
O=C(c1ccc(F)cc1)N1CCCCC(S(=O)(=O)c2ccccc2)C1=O (stereo unspecified)	-1.6%	nt
CN1CCN2c3ccccc3Cc3ccccc3C2C1 (stereo unspecified)	0.6%	nt
COCCn1c(=NC(=O)/C=C/c2ccccc2)sc2cc(NC(C)=O)ccc21	-8.2%	2
Brc1ccc(-c2nnc3sc(CN4CCC5(CC4)OCCO5)cn23)cc1	-0.8%	nt
FC(F)(F)c1cc(-c2ccccc2)nc(NC2CCCC2)n1	-2.3%	-9
COc1ccc(N2CC(O)=C(c3n(C)c4ccccc4[n+]3C)C2=N)cc1	-1.0%	10
O=C(CN1C(=O)CSc2ccc(S(=O)(=O)N3CCOCC3)cc21)NCCCN1CCc2ccccc2C1	-0.9%	16

Fetched one by one from above (4):
SMILES	M. tuberculosis GlmU	Mtb RmlCD inh
FC(F)(F)c1cc(-c2ccccc2)nc(NC2CCCC2)n1	-2.3%	-9
CN1CCN2c3ccccc3Cc3ccccc3C2C1 (stereo unspecified)	0.6%	nt
O=C(c1ccc(F)cc1)N1CCCCC(S(=O)(=O)c2ccccc2)C1=O (stereo unspecified)	-1.6%	nt
COc1ccc(N2CC(O)=C(c3n(C)c4ccccc4[n+]3C)C2=N)cc1	-1.0%	10

Some values from the entries so far.
Reading of Brc1ccc(-c2nnc3sc(CN4CCC5(CC4)OCCO5)cn23)cc1 under M. tuberculosis GlmU: -0.8%
Reading of COc1ccc(N2CC(O)=C(c3n(C)c4ccccc4[n+]3C)C2=N)cc1 under M. tuberculosis GlmU: -1.0%
Reading of FC(F)(F)c1cc(-c2ccccc2)nc(NC2CCCC2)n1 under M. tuberculosis GlmU: -2.3%
Reading of COCCn1c(=NC(=O)/C=C/c2ccccc2)sc2cc(NC(C)=O)ccc21 under M. tuberculosis GlmU: -8.2%
Reading of COc1nn(CC(=O)N2N=C(C(F)F)CC2(O)C(F)F)cc1[N+](=O)[O-] (stereo unspecified) under M. tuberculosis GlmU: 2.4%
Reading of CC(C)OC(=O)CC12CN3CN(C1)CC(CC(=O)OC(C)C)(C3)C2=O under M. tuberculosis GlmU: -1.0%

Compound activity (PubChem)
